Hck-Nef inh: inhibitors of Nef-activated human Hck kinase, primary screen, biochemical, Z-Lyte FRET, 384-well, Hck-YEEI; Recombinant Hck-YEEI plus Nef, Z-Lyte FRET kinase assay; inhibition, % at 20 µM; 220,000 compounds, 0.68% hits;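 active means Hck-Nef kinase inhibition above about 50%, limit read from the data; inactive means inhibition below that limit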;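 further: 0% = DMSO with Hck plus Nef and 100% = Hck alone without Nef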
eIF4E 4G PPI: eIF4E–eIF4G protein interaction inhibitors, primary screen, biochemical, uHTS, TR-FRET, eIF4GI fragment. Eukaryotic translation initiation factor 4E (Mus musculus) + Eukaryotic translation …. TR-FRET eIF4E-eIF4GI(517-606) binding, 2 h. inhibition, % at 21.7 µM. 220,000 compounds, 0.37% hits. AID 782, 2007;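 active means inhibition above about 30%, limit read from the data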;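 further: 0% = full FRET control wells and 100% = background wells lacking eIF4GI fragment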
EP2 modulator: EP2 receptor modulators, cAMP readout, primary screen, cell-based, HTRF cAMP, PGE2 stimulation | Prostaglandin E2 receptor EP2 subtype (Homo sapiens), P43116 | EP2-expressing cells, cAMP HTRF FRET, PGE2 co-stimulation | induction, % at 25 µM | 260,000 compounds, 0.83% hits | AID 940, 2007;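 active means compounds whose cAMP rise, as percent of the full-agonist control response, exceeds 60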;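 further: rat C6 glioma line stably carrying human EP2 under a CMV promoter; the protocol text gives 20 µM as final concentration; 100% = response of wells given 1 µM PGE2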
Target sequence (P43116 whole entry, looked up): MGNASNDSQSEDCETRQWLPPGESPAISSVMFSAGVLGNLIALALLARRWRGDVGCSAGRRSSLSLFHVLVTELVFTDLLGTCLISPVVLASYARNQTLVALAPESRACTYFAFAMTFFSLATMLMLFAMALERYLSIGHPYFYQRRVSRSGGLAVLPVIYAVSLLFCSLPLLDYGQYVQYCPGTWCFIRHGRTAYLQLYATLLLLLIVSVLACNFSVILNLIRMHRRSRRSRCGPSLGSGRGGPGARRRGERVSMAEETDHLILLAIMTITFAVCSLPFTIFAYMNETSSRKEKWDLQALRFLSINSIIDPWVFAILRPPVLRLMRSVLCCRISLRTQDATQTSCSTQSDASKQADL
Rad51 HR inh: human RAD51 strand exchange inhibitors, primary screen, biochemical, fluorescence; DNA repair protein RAD51 homolog 1 (Homo sapiens), Q06609; 200,000 compounds, 0.085% hits; inhibition, % at 10 µM; hRad51 DNA strand exchange, fluorescence dequenching;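 active means inhibition above 40% at the single screening dose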;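 further: 0% = DMSO control wells and 100% = blanks with heterologous ssDNA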
Target sequence (Q06609 whole entry, looked up): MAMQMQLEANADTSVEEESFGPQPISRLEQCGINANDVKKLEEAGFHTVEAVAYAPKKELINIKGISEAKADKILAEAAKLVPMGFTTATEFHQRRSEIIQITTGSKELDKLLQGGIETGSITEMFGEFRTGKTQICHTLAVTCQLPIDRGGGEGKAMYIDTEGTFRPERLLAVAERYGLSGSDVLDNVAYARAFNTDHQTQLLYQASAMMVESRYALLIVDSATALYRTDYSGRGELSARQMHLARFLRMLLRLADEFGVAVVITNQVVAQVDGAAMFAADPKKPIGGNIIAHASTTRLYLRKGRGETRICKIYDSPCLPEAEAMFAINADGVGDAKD
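System: hRad51 filaments on single-stranded DNA; reagent: Fluorescein- and BHQ1-tagged 47-mer duplex; compound dosing: one concentration, 10 µM final; timing: filaments 15 min 37 °C, then compound 30 min; measured by: fluorescein emission 520 nm, excitation 485 nm; benchmarks: per-plate controls and blanks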
Calpain2 inh: inhibitors of pig calpain II, primary screen, biochemical, fluorogenic peptide substrate, 1536-well. inhibition, % at 16 µM. AID 1236, 2008. purified calpain II, 30 min. 220,000 compounds, 0.37% hits;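 active means inhibition above about 50%, limit read from the data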
PGE2 EP2 inh: human EP2 receptor antagonists, primary screen, TR-FRET cAMP, C6 glioma cells; Prostaglandin E2 receptor EP2 subtype (Homo sapiens), P43116; C6 glioma cells expressing human EP2; cells stimulated with saturating PGE2; inhibition, % at 25 µM; 260,000 compounds, 0.52% hits; AID 1422, 2008;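 active means percent inhibition above 40 after rounding to a whole number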;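 further: rat C6 glioma host cells with rolipram phosphodiesterase inhibitor present; the protocol text gives 20 µM as final concentration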
Tb hexokinase: Trypanosoma brucei hexokinase 1 inhibitors, primary screen, biochemical, G6PDH-coupled NADH absorbance, MLSCN library | 220,000 compounds, 0.11% hits | hexokinase 1 [Trypanosoma brucei] | inhibition, % at 10 µM | recombinant TbHK1, G6PDH-coupled NADH A340 | AID 1430, 2008;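 active means inhibition of 50% or more in the single-dose primary screen; inactive means inhibition below 50%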
zVAD death inh: inhibitors of zVAD-triggered necroptosis, primary screen, L929 cells; L929 zVAD necroptosis rescue, ATP luminescence, 24 h; with zVAD 60 µM; viability rescue, % at 10 µM; 220,000 compounds, 0.38% hits;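 active means activation, scaled between plate controls, above about 75%, limit read from the data; inactive means activation under that limit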;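 further: 0% = zVAD with DMSO and 100% = DMSO alone without zVAD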
14-3-3 Bad PPI: inhibitors of 14-3-3 zeta/Bad binding, primary screen, biochemical, TR-FRET, bovine 14-3-3 zeta. 14-3-3 protein zeta/delta (Bos taurus), P63103. TR-FRET 14-3-3zeta/Dy647-pBad peptide displacement, 1 h. inhibition, % at 21.7 µM. 220,000 compounds, 0.71% hits;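 active means inhibition above about 70%, limit read from the data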;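 further: 0% = full 14-3-3 plus peptide FRET controls and 100% = background without 14-3-3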
Target sequence (P63103 whole entry, looked up): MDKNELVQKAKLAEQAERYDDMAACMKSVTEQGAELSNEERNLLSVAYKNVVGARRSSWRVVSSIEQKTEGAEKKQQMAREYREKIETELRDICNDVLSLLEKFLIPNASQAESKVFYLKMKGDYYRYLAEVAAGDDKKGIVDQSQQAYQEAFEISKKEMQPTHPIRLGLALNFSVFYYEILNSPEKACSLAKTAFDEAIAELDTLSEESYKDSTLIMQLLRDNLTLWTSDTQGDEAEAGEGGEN
* = called active by the depositor; / = not tested or not shown; & = joins results of further samples; [ ] = another dose, or the depositor's remark. The list is partial. The share of hits here may be higher or lower than overall.

Structure	Hck-Nef inh	eIF4E 4G PPI	EP2 modulator	Rad51 HR inh	Calpain2 inh	PGE2 EP2 inh	Tb hexokinase	zVAD death inh	14-3-3 Bad PPI
CC(/C=N/NC(=O)c1cccnc1)=C\c1ccco1	2	12[fluorescence artefact?]	-57	-3	-6	10	-85	0.1	-16[fluorescence artefact?]
Cc1ccc(C(=O)OCC(=O)Nc2sccc2C(N)=O)cc1NC(=O)c1ccco1	7	1	-38	-6	-61	13	-10	0.8	-1
COc1ccc(N/N=C(\C#N)C(=N)N2CCCCC2)cc1	8	0	-26	-3	21	2	-21	0.5	-6
CC(CN1CCOCC1)OC(=O)C1COc2ccccc2O1 (stereo not drawn)	15	3	17	-3	14	10	3	5.1	0
COc1ccc(NC(=O)CN2CCN(CC(=O)Nc3ccc(OC)c(OC)c3)CC2)cc1	-10	-5	-9	6	-23	26	1	2.0	-4
Cc1cccc(C(=O)NCC(=O)OCC(=O)N2CCc3ccccc32)c1	-24	1	5	-6	16	1	8	0.2	-1
CCOc1ccc(CN(C)CC(=O)NNC(=O)c2ccc(Cl)cc2)cc1OC	2	3	16	2	10	3	-10	0.4	-3[fluorescence artefact?]
COc1ccc(CN2C(=O)Cc3c2nc(N)c2c(N)nc(N4CCCCC4)c(C#N)c32)cc1	6	-1[fluorescence artefact?]	-9	-53	-34	5	-15	0.7	-8
C=C(C)c1cccc(C(C)(C)NC(=O)N2CCN(CC)CC2)c1	-9	-3[fluorescence artefact?]	12	2	3	5	0	-0.9	12[fluorescence artefact?]
CC[n+]1c(/C=C(\C)Nc2ccccc2)sc2ccccc21	1	-1	-23	-1	11	14	-9	-0.9	-18[fluorescence artefact?]
CCOc1ccc(C(=O)NC(=S)Nc2ccc(N3CCOCC3)c(Cl)c2)cc1[N+](=O)[O-]	5	-8	-10	-2	13	5	-10	1.2	-2
O=S(=O)(c1ccc(Br)cc1)N1CCN(c2ccc3nnc(-c4ccccc4)n3n2)CC1	0	-8	-7	-9	-68	15	-20	-0.7	1
O=C(c1cc(C2CC2)nc2ccccc12)N1N=C(C(F)F)CC1(O)C(F)F (stereo not drawn)	-4	3	26	1	-28	15	2	-0.8	-11
CC(C1CC1)N(Cc1ccccc1)C(=S)Nc1ccccc1Cl (stereo not drawn)	28	-5	31	8	24	2	0	-0.7	-13
COc1ccccc1C(=O)NCC(=O)N/N=C/c1cn[nH]c1-c1ccccc1	6	0	-28	-2	9	2	-2	1.0	-4
COc1ccc(N=N/C(=C\O)C(=O)c2cccs2)cc1	24	2	67*	-1	-22	1	-3	0.9	-6
Cc1cc2c(c(=O)o1)C(C1C=CCCC1)C(C#N)=C(N)O2 (stereo not drawn)	1	5	15	0	-4	2	-4	-0.4	14
OC(Cn1cccn1)c1ccccc1 (stereo not drawn)	-1	2	25	4	-6	13	-4	1.9	3
COC(=O)CNS(=O)(=O)c1ccc(C)cc1	0	-15	2	1	16	10	-5	-0.7	-8
O=C(Nc1ccc(Cl)cc1)c1ccncc1	-2	3[fluorescence artefact?]	10	0	2	13	-4	-0.8	-9
CSCC[C@H](NC(=O)C(C)(C)Oc1ccc(Cl)cc1)c1nc2ccccc2[nH]1	3	-3[fluorescence artefact?]	2	-2	-2	7	-2	0.5	-3
Cc1ccc2sc(N(CCCN(C)C)C(=O)c3ccc(S(=O)(=O)N(C)C)cc3)nc2c1C	1	3	-36	3	-8	8	4	-0.8	-6
N#C/C(=C\c1c(N2CCCCC2)nc2ccccn2c1=O)C(=O)NC1CCS(=O)(=O)C1 (stereo not drawn)	8	14	-20	-9	-234	6	22	-0.5	-5[fluorescence artefact?]
O=C(NCCNCc1cccs1)c1ccccc1F	-19	-2	-40&18	2	-26	13&10	-4	1.9	20
Cc1ccc(C)n1-c1ccc(-c2nnc3n2CCCCC3)s1	-1	1	28	1	6	59*	2	0.0	5
COC(=O)c1cc(C(=O)CSc2nc(C)cc(C)n2)ccc1O	0	4	-1	5	-17	12	-39	1.4	5
Cc1ccc(-n2ncc3c(N4CCC(C(N)=O)CC4)ncnc32)c(C)c1	-2	4[fluorescence artefact?]	3	-8	2	4	-4	-1.0	-4
CCCCCCCCCCCCCCCC[n+]1cccc(C(=O)N(CC)CC)c1	8	77*[fluorescence artefact?]	-3	14	34	7	35	-0.6	98*[fluorescence artefact?]
CNc1nc(NC#N)nc(SC)n1	-1	-1	7	-7	25	8	-4	-0.2	5
COC(=O)CNC(=O)C1CCCN1C(=O)OC(C)(C)C (stereo not drawn)	0	-1[fluorescence artefact?]	3	0	-30	2	-8	0.3	6[fluorescence artefact?]
Cc1ccc(N2C(=O)C3C4CC(=O)C(c5ccccc54)C3C2=O)cc1C (stereo not drawn)	-1	4	22	-3	8	6	1	-0.8	2[fluorescence artefact?]
Cc1cccn2cc(-c3ccccc3)nc12	2	2	-13	-6	-32	10	-1	-0.6	-5
CCOC(=O)c1c(NC(=O)COc2ccccc2)sc2c1CC(C)(C)NC2(C)C	19	-3	-2	-4	-10	10	11	4.9	-3
Cc1nn(-c2cccc(Cl)c2)c2c1C(c1cccnc1)C(C#N)=C(N)O2 (stereo not drawn)	0	2[fluorescence artefact?]	5	-7	-1	7	0	0.0	-4
CCCCN(CCCNC(=O)c1c(C)cc(=O)oc1C)c1ccccc1	-1	-3[fluorescence artefact?]	26	4	5	12	-15	-0.1	9[fluorescence artefact?]
Cc1cccc(OCC(=O)NNC(=O)c2cc3ccccc3oc2=O)c1	1	-8	-5	5	-17	1	-23	1.0	4
O=C(COc1ccccc1F)N1CCc2ccccc2C1	25	-3	-5	2	-34	11	-7	-0.1	-15
CCN(CC)C(=O)c1ccc2c(c1)nnn2C	7	-2[fluorescence artefact?]	20	/	-2	16	-2	0.4	-8
Cc1c(CN2CCN(c3cccc(C(F)(F)F)c3)CC2)c(=O)n(-c2ccccc2)n1C	0	8	-8	-5	-4	7	1	-0.3	4
O=S(=O)(Nc1ncccn1)c1ccc(-n2cnnn2)cc1	19	-1	-5	12	-13	6	3	8.9	5
Cc1nn(-c2ccccc2)c(Cl)c1/C=N/NC(=O)c1cccnc1	2	0	-6	16	27	8	-7	0.0	-1
CCOCN(C(=O)Cn1c(CO)nc2ccccc21)c1c(C)cccc1CC	0	3	-1	-1	7	4	0	-0.4	3
O=C(NC1(C(=O)NC2CCCCC2)CCCCC1)c1ccc2c(c1)OCO2	-1	5	22	4	-8	8	-1	-0.1	5
CNc1ccccc(C(=O)/C=C/c2ccccc2OC)c1=O	15	10	11	/	-49	13	-9	0.9	4
COC(=O)c1ccc([N+](=O)[O-])cc1N1C(=O)C2C3CCC(C3)C2C1=O (stereo not drawn)	21	4	0	-5	-6	6	2	0.6	-4
CCOC(=O)c1c(C)cc(=O)oc1C	-1	-1	-2	-9	14	14	-1	-0.3	-10[fluorescence artefact?]
S=C(NC1CCCCC1)N1CCN(C2CCCCC2)CC1	0	3	-16	/	18	7	0	0.4	-3
N#Cc1c(N)nc2c(c1-c1ccc(F)cc1)CCC2	8	2	-1	-10	-39	9	-12	0.5	0
Cc1ccc(S(=O)(=O)NCC2CCC(C(=O)NCc3cccnc3)CC2)cc1 (stereo not drawn)	26	1	12	-6	36	7	0	0.3	0
O=C(NC(=S)N1CCOCC1)c1cc2ccccc2o1	22	-1	23	-5	4	6	-5	-0.5	-9
c1ccc(-n2ncc3c(NCc4cccnc4)ncnc32)cc1	1	-2	6	-1	-14	10	2	1.4	-4
Cc1ccnc(NS(=O)(=O)c2ccc(N3C(=O)c4c(Cl)c(Cl)c(Cl)c(Cl)c4C3=O)cc2)n1	-1	4	-1	/	-2	3	1	0.0	6
CC(=O)Nc1cc(C(=O)OCC(=O)c2ccc(Cl)cc2Cl)ccc1C	-1	-11	-10	-1	-22	4	-2	0.1	-8
O=C(NCCc1ccccc1)C(=O)c1c(-c2ccccc2)[nH]c2ccccc12	-3	-6[fluorescence artefact?]	-56	-8	3	17	-10	9.8	-8
COc1ccc(-c2nn3c(-c4ccccc4)nnc3s2)cc1	4	2[fluorescence artefact?]	81*	-3	-36	4	-2	0.3	-5
COc1cc(OC)c2ccc(=O)oc2c1C(CC(=O)N1CCOCC1)c1ccc2c(c1)OCO2 (stereo not drawn)	29	0	18	3	-48	8	-33	-0.5	-7
O=C(O)c1ccc(CSc2nnc(COc3ccccc3)o2)cc1	5	3	31	3	-29	5	-6	-0.4	-14
O=S(=O)(Cc1ccccc1Cl)NCCc1ccccc1	21	1	-9	6	13	2	4	2.4	-13
COCCCN(Cc1ccccn1)S(=O)(=O)Cc1ccccc1	0	-8	15	-1	0	2	-6	0.1	-2
O=C(CC1CCCCC1)NCCOc1ccccc1	2	3[fluorescence artefact?]	-24	6	4	5	5	0.4	-6[fluorescence artefact?]

New compounds follow:
Structure	Hck-Nef inh	eIF4E 4G PPI	EP2 modulator	Rad51 HR inh	Calpain2 inh	PGE2 EP2 inh	Tb hexokinase	zVAD death inh	14-3-3 Bad PPI
CCN(CC)S(=O)(=O)c1ccc(C(=O)Nc2nnc(COC)o2)cc1	-1	3	21	/	4	5	-12	-0.5	-9
CN(CC1CCOCC1)C(=O)CC1C(=O)NCCN1Cc1ccc(Cl)c(F)c1 (stereo not drawn)	4	0	7	-8	11	8	-6	0.1	0
N#Cc1cccnc1N1CCN(C(=O)c2ccco2)CC1	22	5	20	17	-92	6	-25	1.0	-2
CCN(CC)c1ccc(NC(=S)NC(=O)Cc2ccccc2)cc1	10	1	9	/	-32	15	-1	0.2	-8[fluorescence artefact?]
Nc1c(C(=O)NC2CCCC2)sc2nc(-c3cccs3)ccc12	-10	-11	-78	-7	-68	15	-15	3.4	-12
Clc1cccc(Nc2ncnc3ccc(Br)cc23)c1	4	-3	-3	4	13	6	-13	0.3	-20
COc1cc2c(cc1N/C=C(\C#N)c1nc(-c3ccccc3)cs1)oc1ccccc12	-37	-5	18	5	-76	11	-3	-1.8	86*
O=C(O)c1cccc(NS(=O)(=O)c2cccc3nsnc23)c1	-2	2[fluorescence artefact?]	12	-5	-2	7	-15	0.2	6
Nc1c(C(=O)O)sc2nc3c(cc12)CCCC3	15	0	29	-9	-5	7	-8	0.2	-6

A run of entries taken from the entries so far:
Structure	Hck-Nef inh	eIF4E 4G PPI	EP2 modulator	Rad51 HR inh	Calpain2 inh	PGE2 EP2 inh	Tb hexokinase	zVAD death inh	14-3-3 Bad PPI
O=C(O)c1cccc(NS(=O)(=O)c2cccc3nsnc23)c1	-2	2[fluorescence artefact?]	12	-5	-2	7	-15	0.2	6
Nc1c(C(=O)O)sc2nc3c(cc12)CCCC3	15	0	29	-9	-5	7	-8	0.2	-6

Bioassay records deposited in PubChem by several laboratories.
